# Assay outcomes from PubChem BioAssay.
# RmlC RmlD mix: RmlC/RmlD inhibition, mixture screen | RmlC/RmlD coupled enzyme inhibition, 384-well mixture HTS | inhibition, % at 5.5 µM | actives 0.39% (n = 110,000); in the data active means inhibition above about 30%, passing the limit was not always enough; inconclusive means no clear call, values can overlap the other calls; further: strong numbers were not always called active
# HIV RNase H inh: inhibitors of HIV-1 reverse transcriptase RNase H | actives 1.9% (n = 65,000) | AID 565 | P04585 | RT-RNase H RNA/DNA duplex cleavage, fluorescence | inhibition, % at 10 µM; in the data active means inhibition above about 50%
# Active calls of the source: *; i = inactive; ? = inconclusive; · = no result given. The list is partial. The share of hits here may be higher or lower than overall.
SMILES | HIV RNase H inh | RmlC RmlD mix
Cc1cc(C)c(NC(=O)CSc2nnc(SCC(=O)Nc3c(C)cc(C)cc3C)n2N)c(C)c1 | · | -10
COc1ccc(NC(=O)CNS(=O)(=O)c2ccc3nc(C)sc3c2)c(OC)c1 | -13 | -12
Cn1ncc2c(Nc3cccc4ccccc34)ncnc21 | · | 4
COc1ccc(S(=O)(=O)NCc2ccc(C(=O)O)cc2)cc1 | -8 | 12
COc1ccc(OC)c(NC(=O)C23CCC(C)(C(=O)O2)C3(C)C)c1 (stereo not given) | -3 | -12
O=C(NC1CCCCC1)c1ccc(S(=O)(=O)NCc2cccnc2)cc1 | 10 | -10
COc1cc(C)c(S(=O)(=O)n2ccc(C)n2)cc1C | -93 | 5
COc1ccc(Cn2c(SCc3ccc(C)cc3)nc3cc(OC)c(OC)cc3c2=N)cc1Cl | · | -14
Clc1ccccc1CSc1ncn(-c2ccccc2)n1 | · | -9
COc1ccc(C(=O)CSc2nnc(CNc3ccc(C)cc3C)o2)cc1 | 3 | 17
c1ccc2c(c1)nc(NCC1CCCO1)c1nnnn12 (stereo not given) | -14 | 11
COc1cc(C(=S)N2CCC(C)CC2)ccc1O | · | -11
COc1ccc(-c2nnc(SCC(=O)NCc3ccco3)n2C)cc1 | -7 | 1
COc1ccc(OCC(O)Cn2cnc(-c3ccc(Br)cc3)c2)cc1 (stereo not given) | · | 8
CC(CNCc1ccc2c(c1)OCO2)NCc1ccc2c(c1)OCO2 (stereo not given) | -4 | -11
COc1ccc(C(=O)c2ccc(N3CCOCC3)cc2)c(OC)c1 | -5 | 15
COC(=O)CCNc1ccc2c(c1)OCCO2 | 0 | -4
COc1ccc(OC)c2sc(NC(=O)C(C)C)nc12 | -11 | 7
COC(=O)c1oc2ccc(OC)cc2c1N | -23 | 13
CCOC(=O)C1C(=O)C=C(C)C(C(=O)OCC)C1c1ccc(OC)cc1 (stereo not given) | 1 | 2
O=S(=O)(c1ccc(Br)s1)N1CCN(Cc2ccc3c(c2)OCO3)CC1 | · | -9
Cc1nnc(C)n1/N=C/c1cc(Br)cc(Br)c1O | -3 | -11
COc1cc(-c2nnc(-c3cc(OC)c(OC)c(OC)c3)o2)cc(OC)c1OC | · | 0
CC1Cc2ccccc2N1S(=O)(=O)c1cccc2nsnc12 (stereo not given) | -71 | 2
COc1ccc(OC)c(-c2cn(S(=O)(=O)c3ccccc3)nc2N)c1 | · | 8
NC(=O)C1(N2CCCCC2)CCN(Cc2nc3ccccc3c(=O)[nH]2)CC1 | -6 | 9
CC(=O)c1ccc(OCCCC(=O)n2nnc3ccccc32)cc1 | 2 | 6
COc1ccc(-n2c(O)c(C(C)=NCCN3CCNCC3)c(=O)[nH]c2=O)cc1 | 1 | -10
Cc1[nH]c2c(Br)cccc2c1[C@H]1[C@@H](CC#N)C1(C)C | · | -15
N[C@@H](Cc1c[nH]c2ccccc12)c1nnc(SCc2ccc(F)cc2)o1 | -5 | 3
Cn1cnnc1SCNC(=O)C(F)(F)F | -3 | 4
C=CCN1C(=O)CSc2ccc(C(=O)N3CCC(C)CC3)cc21 | · | -9
CC(C)CCn1c(Br)nc2c1c(=O)n(CC(N)=O)c(=O)n2C | -5 | -9
Cc1cccc(Oc2sc(C(=O)c3ccccc3)c(N)c2C#N)c1 | · | 3
O=S1(=O)C=C(Sc2nc3ccccc3s2)c2ccccc21 | 45 | 10
CC(=O)Oc1ccc(NC(=O)CSc2ccccc2)cc1 | -31 | 4
CCN(CC)C(=O)CSc1nnc(COc2ccccc2)n1CC | · | 6
CC1(C)CC(=O)C(=Cc2cn(-c3ccccc3)nc2-c2ccc(Cl)cc2)C(=O)C1 | · | -6
CNC(=S)Nc1ccc(Nc2ccccc2)cc1 | · | -7
N#Cc1cccc2cnccc12 | -28 | ·
O=C(OCn1nnc2ccccc2c1=O)C1CCCCC1 | -18 | -11
Cc1cc2c(cc1C)NC(c1c(C)n(C)n(-c3ccccc3)c1=O)C1=C(CC(C)(C)CC1=O)N2 (stereo not given) | · | 12
CCc1ccccc1N(CC(=O)NCCSCc1ccco1)S(C)(=O)=O | -19 | -15
CC1(C)Oc2ccc(NC(=O)c3ccco3)cc2O1 | · | 4
N#CCCN1CCN(C(=S)c2ccc(-c3cccc(Cl)c3)o2)CC1 | -4 | -3
COc1cc(=O)n2c(-c3ccccc3)csc2n1 | -9 | -13
CCOC(=O)N1CCN(C(=O)c2cnn3c(C(F)F)cc(-c4ccc(C)cc4)nc23)CC1 | -10 | 43
CCOc1ccccc1NC(=O)CCn1c(=O)oc2ccccc21 | -15 | 0
O=C(CCCn1c(=O)[nH]c2ccsc2c1=O)N1CCN(c2ccccn2)CC1 | -5 | 70*
O=C(c1ccco1)N1CCC(c2ccccc2)C1 (stereo not given) | -6 | 5

# The results go on:
SMILES | HIV RNase H inh | RmlC RmlD mix
CCCC(=O)Nc1ccc2oc(-c3cccnc3)nc2c1 | 7 | 38
COC(=O)c1ccc(/C=N/n2cnnc2)cc1 | -7 | -8
Cn1c(SCC(=O)NCc2ccco2)nnc1-c1cccs1 | 1 | 5
COc1ccc(OC)c(C(c2nnnn2Cc2ccccc2)N2CCN(C)CC2)c1 (stereo not given) | -1 | 13
COc1ccc(CNC(=O)c2cc(-c3ccc(OC)c(OC)c3)on2)cc1 | -5 | i
Cn1c(=O)c2c(SCC(=O)NCc3ccco3)nc(CC(C)(C)C)nc2n(C)c1=O | -24 | 3
CC(=O)c1cccc(NC(=O)Nc2cnn(Cc3ccc(F)cc3)c2)c1 | -2 | 8
Cc1cc(-c2ccccc2)c(C#N)c(N)n1 | -17 | -11
COC(=O)\C(C(C)=O)=C(/C=C/C=C/N(C)C)N(C)C | 1 | 8
Cc1ccc(Nc2nc(CSc3nnc(-c4cccs4)o3)cs2)cc1 | -41 | 7
O=C(NCCCN1CCCC1=O)c1ccccc1NS(=O)(=O)c1ccc(Br)cc1 | · | 60
Cc1ccc2c(CC(=O)NCc3ccco3)coc2c1C | -10 | -12
COc1cccc(-c2nn3c(-c4cccc(C)c4)nnc3s2)c1 | -34 | 11
CCOc1ccccc1C(=O)N1c2ccccc2Sc2ccccc21 | · | -17
Cc1cc(C)n(-c2ncnc3sc4c(c23)CC(C)CC4)n1 (stereo not given) | -23 | 4
NC(Cc1cccc2nsnc12)C(=O)O (stereo not given) | -4 | 5
O=C(Nc1cccc(C(F)(F)F)c1)c1ccco1 | -4 | 6
CN(C)P1(N(C)C)=NC(C(F)(F)F)=NC(C(F)(F)F)=N1 | -1 | -6
C/C(=C\C(=O)O)C(=O)Nc1nccs1 | · | -15
COc1ccc(NC(=O)COC(=O)c2c3c(nc4ccccc24)CCCC3)cc1 | · | -7
Cc1sc(-n2c(C)cc(C=O)c2C)c(C(=O)O)c1C | · | -5
O=S(=O)(c1ccc2nc(Cc3cccc(C(F)(F)F)c3)[nH]c2c1)N1CCOCC1 | -28 | 7
O=c1n(Cc2ccc(Cl)cc2)c2sc3c(c2c2ncnn12)CCCC3 | -56 | -15
CCCCOc1ccc(Br)cc1/C(C)=N/NC1=NCCN1 | · | 10
O=C(NCc1ccncc1)c1ccc(Br)cc1 | 2 | -3

# Exported as labelled records: part of the list above
> Cn1c(=O)c2c(SCC(=O)NCc3ccco3)nc(CC(C)(C)C)nc2n(C)c1=O
  HIV RNase H inh: -24; RmlC RmlD mix: 3
> Cc1ccc(Nc2nc(CSc3nnc(-c4cccs4)o3)cs2)cc1
  HIV RNase H inh: -41; RmlC RmlD mix: 7
> COC(=O)\C(C(C)=O)=C(/C=C/C=C/N(C)C)N(C)C
  HIV RNase H inh: 1; RmlC RmlD mix: 8
> Cc1cc(C)n(-c2ncnc3sc4c(c23)CC(C)CC4)n1 (stereo not given)
  HIV RNase H inh: -23; RmlC RmlD mix: 4

# The listing continues.
SMILES | HIV RNase H inh | RmlC RmlD mix
Cc1cc(C(=O)N2CCN(C/C=C/c3ccccc3)CC2)no1 | -7 | 9
Cc1cc2cc(CNC(=O)c3ccc(S(=O)(=O)N(C)C)cc3)ccc2n1C | · | -11
Cc1cc(Cl)ccc1OCCCC(=O)N1CCCc2ccccc21 | · | -12
Cn1c2ccccc2c2ncn(CCN3CCOCC3)c(=O)c21 | -14 | 5
O=C(NCc1n[nH]c(=S)n1-c1ccccc1)c1ccc(S(=O)(=O)N2CCOCC2)cc1 | -27 | -16
CCn1c(COc2ccccc2)nnc1SCC(=O)Nc1cc(C)ccc1OC | · | -7
CN1C[C@H](C(=O)NC2(C)OC3(O)[C@@H]4CCCN4C(=O)[C@H](Cc4ccccc4)N3C2=O)CC2c3cccc4[nH]cc(c34)C[C@H]21 (stereo not given in full) | · | -3
O=C(c1ccc(Oc2ccccc2)cc1)c1nc2c(n1O)CCCC2 | · | -5
CC(=O)Nc1nonc1-c1nc2ccccc2n1CCC(C)C | -11 | ·
O=C(Cn1cnc2ccccc2c1=O)OCCCCN1C(=O)c2ccccc2C1=O | -56 | 44
O=C(C1CCCN(S(=O)(=O)Cc2ccccc2)C1)N1CCCCC1 (stereo not given) | -28 | 16
CCc1ccccc1NC1c2ccccc2C(=O)N1Cc1ccco1 (stereo not given) | -31 | 8
CCOCCn1c(SCc2cccc(C)c2)nc2c1c(=O)[nH]c(=O)n2C | -20 | 13
COc1ccc(C)cc1NC(=O)COC(=O)c1c(C)noc1C | · | -16
Cc1cc(C(=O)Cn2nnc3ccccc3c2=O)c(C)n1-c1ccccc1F | · | 11
O=C(NCc1ccc2c(c1)OCO2)C1CC(=O)N(C2CCCCCCC2)C1 (stereo not given) | -8 | ?
O=C(NCc1ccco1)C1CCN(c2nc3ccccc3n2Cc2ccc(F)cc2)CC1 | -8 | -5
Cn1c(=O)cc(SCC(=O)N2CCN(c3ccccc3)CC2)c2ccccc21 | · | 1
CCOC(=O)C1=C(C)NC(=O)NC1c1ccc(C)o1 (stereo not given) | -18 | -5
Cc1ccc(S(=O)(=O)N2CC(=O)Nc3ccccc32)cc1C | -55 | 7
O=C(c1ccc(COc2ccccc2Br)o1)N1CCN(c2ccccn2)CC1 | · | 12
CC(=O)C1=C(C)OC(N)=C(C#N)C1c1cc2cccc(C)c2nc1Cl (stereo not given) | · | -71
O=[N+]([O-])c1ccc(NC(=S)NCCc2ccc(Cl)cc2)cc1 | · | 5
COc1ccc(C(=O)Nc2cc(=O)n(C)c(=O)n2C)cc1OC | -6 | 12
N#Cc1c(N)n(CCOC(=O)c2cccc(Br)c2)c2nc3ccccc3nc12 | -10 | 7
CCN1C(=O)c2ccccc2Sc2ccc(C(=O)N3CCC4(CC3)OCCO4)cc21 | -5 | ·
O=C(O)C1C2CCC(O2)C1C(=O)Nc1cnn(Cc2ccccc2)c1 (stereo not given) | · | -9
O=C(Cn1nnc(-c2ccccc2NC(=O)c2ccco2)n1)Nc1ccccc1 | 5 | 4
O=C(c1ccc2c3n(nc2c1)-c1ccc(Cl)cc1CO3)N1CCCCC1 | · | -20
CCOc1ccc(C(=O)O)cn1 | · | 9
CC(C)Oc1ccc(CNCC2(O)CCOC(C)(C)C2)cc1 (stereo not given) | 8 | -9
Cc1cc(NC(=O)c2nn(C)c(C)c2[N+](=O)[O-])no1 | · | -6
CCOC(=O)CC1C(=O)NCCN1S(=O)(=O)c1ccc(Cl)cc1Cl (stereo not given) | · | -10
O=C(NC1CCCCCC1)C1CCN(c2nc3ccccc3o2)CC1 | -9 | ·
COc1ccc(NC(=S)NCCSc2ccc(C)cc2)c(OC)c1 | · | i
CC(C)(C)NC(=O)NC(=O)CN1CCN(c2ncc(C(F)(F)F)cc2Cl)CC1 | · | -41
CCc1nc(Nc2ccc3nccnc3c2)c2oc3ccccc3c2n1 | 0 | 16
COc1ccc(CCNC(=O)C2CCN(S(=O)(=O)c3cccc4nonc34)CC2)cc1OC | -2 | -19
Cc1ccc(Cn2ccc(NC(=O)C3C4CCC(C4)C3C(=O)O)n2)cc1 (stereo not given) | 3 | -5
CSc1nnc2c(n1)c(C)nn2-c1cccc(C)c1 | · | -13
O=C(Nc1ccccn1)NC(C(F)(F)F)C(F)(F)F | -23 | -2
Cc1ccc(-n2c(=O)c3sccc3n(CC(=O)N3CCCC3)c2=O)cc1 | -19 | 5
Cc1cc(=O)c2c(o1)CC(C)(C)CC2=O | · | -8
Cc1nc(N)sc1-c1csc(Nc2ccc(Cl)cn2)n1 | 27 | -13
COc1cccc(C(C(=O)NCc2ccco2)N(C(=O)Cn2nnc3ccccc32)C2CC2)c1OC (stereo not given) | -6 | 10
O=C1CSC(c2ccccc2F)N1CCN1CCCCC1 (stereo not given) | -10 | 8
COc1ccc2ncn(-c3ccccc3)c2c1 | 2 | -7
CCOC(=O)c1nn(-c2ccc(C)cc2)cc1C(=O)c1ccccc1 | · | -19
Cc1cc(C)cc(NC(=O)CSCc2nc3c(nnn3Cc3ccc(F)cc3)c(=O)[nH]2)c1 | · | -38
Cc1cc(NC(=O)CCC(=O)N(CC(=O)NC2CCCC2)c2ccccc2)no1 | · | -11

# Going on with the list:
SMILES | HIV RNase H inh | RmlC RmlD mix
O=C1NCCCC1C(=O)NCCN1C(=O)CCC1=O (stereo not given) | -1 | -12
Cc1ccc(/C=N/N2CCN(Cc3cccc4ccccc34)CC2)o1 | · | 11
CCN(CC)S(=O)(=O)c1ccc(N2CCOCC2)c(NC(=O)C(=O)c2c(-c3ccccc3)cc3ccccn23)c1 | · | -7
Clc1ccc(-c2cc3ccccc3[nH]2)cc1 | · | -2
CSc1ccccc1N1CCN(C(=O)Nc2ccc3c(c2)NC(=O)CO3)CC1 | · | -4
O=C(OCC(=O)N1CCN(c2ccccc2)CC1)c1cccc(Cl)c1 | · | -1
Cn1cc(S(=O)(=O)N2CCN(Cc3ccccc3)CC2)c(=O)n(C)c1=O | -4 | 7
COC(=O)C[C@H]1c2cc(C(F)(F)F)ccc2S(=O)(=O)N1C(C)(C)C | · | -25
